# Compound activity (PubChem)
# PfG6PD inh: PfG6PD (Plasmodium falciparum) enzyme inhibition; PfGluPho enzyme, NADPH resazurin-diaphorase fluorescence; inhibition, % at 20 µM; 0.78% of 350,000 active; AID 504690;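 active = inhibition reaching at least a set limit at 20 µM in the primary screen, cut at about 59% in these data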;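 also: 0% = DMSO wells with substrate and 100% = DMSO wells lacking glucose-6-phosphate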
# SENP1 inh: inhibitors of human SENP1 SUMO protease catalytic domain; inhibition, % at 10 µM; recombinant SENP1 catalytic domain, CyPet-SUMO1-YPet FRET cleavage; 0.21% of 360,000 active; Q9P0U3;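 active = inhibition at least 30% at 10 µM, raw YFP signal under a set limit, fluorescence ratio 0.5 to 1.5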;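 also: 0% = enzyme with DMSO and 100% = no enzyme wells; some results filed as inactive read as strong as hits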
# Target sequence (Q9P0U3 419-644 limits assumed): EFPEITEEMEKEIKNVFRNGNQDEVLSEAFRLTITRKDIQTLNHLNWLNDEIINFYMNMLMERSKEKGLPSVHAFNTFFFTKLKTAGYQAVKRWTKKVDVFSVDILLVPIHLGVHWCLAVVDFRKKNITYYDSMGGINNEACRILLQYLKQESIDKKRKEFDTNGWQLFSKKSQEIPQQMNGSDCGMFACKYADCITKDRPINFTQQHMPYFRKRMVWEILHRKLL
#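 Assay system – human recombinant His6-tagged SENP1 catalytic domain enzyme · Input – SENP1 enzyme, 20 pM final · Buffer or medium – Tris pH 8 buffer plus EDTA, NaCl, BME, BSA, NP40, catalase · Schedule – 50 min reaction at room temperature · Technique – FRET read of cyan and yellow fluorescence · Control set – no-enzyme wells low, DMSO-plus-enzyme wells high control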
# ATG4B inh: ATG4B (human) cysteine protease inhibition; ATG4B cleavage of LC3-PLA2, NBD-HPC fluorescence, 1 h; inhibition, % at 8.33 µM; 0.51% of 340,000 active; AID 504462; in the data active = inhibition above about 40%
# SENP6 block: inhibitors of human SENP6 protease; Q9GZR1; Recombinant SENP6 catalytic domain, aminoluciferin luminescence; inhibition, % at 10 µM; 1.8% of 330,000 active; AID 2599;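 active = inhibition above about 50% at the single tested dose, limit read from the data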;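 also: plate controls were DMSO wells with enzyme for no effect and DMSO wells lacking enzyme for full effect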
# MPTP inh: permeability transition pore inhibition | 1.4% of 360,000 active | inhibition, % at 10 µM | isolated mouse mitochondria, Ca2+ swelling absorbance, 30 min;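 active = inhibition of 50% or more, scaled per plate between neutral and stimulator controls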;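 also: 0% = DMSO wells given calcium and 100% = 1 mM EGTA wells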
# SENP8 inh: blocks human SENP8 cleavage of Nedd8 substrate; Q96LD8; recombinant SENP8, Nedd8 substrate fluorescence; inhibition, % at 20 µM; 0.64% of 360,000 active; in the data active = inhibition mostly above about 40%, no sharp cut-off; inactive = mostly below about 27%
# Target sequence (Q96LD8 whole entry, looked up): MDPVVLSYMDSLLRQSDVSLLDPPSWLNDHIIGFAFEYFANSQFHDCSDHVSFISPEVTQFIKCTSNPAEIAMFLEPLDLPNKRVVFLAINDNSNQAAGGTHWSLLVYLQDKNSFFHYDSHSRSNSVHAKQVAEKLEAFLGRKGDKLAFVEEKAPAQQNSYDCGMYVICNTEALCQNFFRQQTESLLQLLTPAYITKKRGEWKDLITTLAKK
# GRIN3A LBD mod: modulators (binders) of human NR3A ligand-binding domain; AID 1259313; 2.5% of 340,000 active; Tm shift relative to glycine control, % at 25 µM; NR3A LBD differential scanning fluorimetry, Tm shift; 0% = protein alone, 100% = glycine-bound protein;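 active = melting temperature shift of at least 10% of the positive control shift, at one fixed dose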
# hIAP activ: increases human intestinal alkaline phosphatase activity. P09923. purified human IAP, CDP-Star luminescence, 30 min; hits give high values; 1 = vehicle-only enzyme, 0 = enzyme-free background. activation factor at 10 µM. 0.16% of 330,000 active;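 active = activation factor of the enzyme at least 2-fold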; also: the source names both 10 and 20 µM as test concentration; values of inactives mirror those of a sister screen read the other way
# Target sequence (P09923 whole entry, looked up): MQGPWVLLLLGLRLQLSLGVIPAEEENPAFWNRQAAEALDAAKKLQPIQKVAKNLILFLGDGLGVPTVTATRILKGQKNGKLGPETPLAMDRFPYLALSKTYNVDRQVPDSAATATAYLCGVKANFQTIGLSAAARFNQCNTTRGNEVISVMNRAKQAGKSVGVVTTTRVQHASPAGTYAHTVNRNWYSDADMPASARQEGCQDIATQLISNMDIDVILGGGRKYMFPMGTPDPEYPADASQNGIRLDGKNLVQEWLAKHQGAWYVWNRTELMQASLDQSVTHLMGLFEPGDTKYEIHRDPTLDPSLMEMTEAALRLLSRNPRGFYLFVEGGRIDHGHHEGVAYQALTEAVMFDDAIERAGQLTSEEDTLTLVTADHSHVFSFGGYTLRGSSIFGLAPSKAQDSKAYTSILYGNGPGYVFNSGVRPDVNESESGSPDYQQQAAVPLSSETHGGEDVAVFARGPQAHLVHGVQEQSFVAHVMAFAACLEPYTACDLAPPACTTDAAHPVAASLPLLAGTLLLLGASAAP
# Starred values were filed as active, the others as inactive; · = no result given.
SMILES,PfG6PD inh,SENP1 inh,ATG4B inh,SENP6 block,MPTP inh,SENP8 inh,GRIN3A LBD mod,hIAP activ
CCN(c1ccc(C)cc1C)S(=O)(=O)c1nnc(NC(=O)c2ccco2)s1,-16,-14,18,-4,2.0,-190,1,1.2
Cc1ccc(NC(=O)c2cc(N3C(=O)CCC3=O)ccc2N2CCCCC2)cc1,30,-1,-6,4,0.0,10,-1,0.93
COc1ccc(CC(C)N2CCN(c3ccccc3)CC2)cc1OC (configuration not stated),9,1,1,-3,0.3,12,-22,0.95
O=C(CSc1nnc(SCc2cccc3ccccc23)s1)c1ccc2c(c1)OCO2,9,0,-2,9,1.4,5,1,0.97
C[C@@H]1CNC(=O)c2c(C(=O)NCC(=O)OC(C)(C)C)ncn21,13,0,·,·,0.3,14,·,·
O=C(Nc1ccnn1C1CCN(C(=O)Cc2ccccc2F)CC1)C1CC1,-10,1,23,-4,-0.5,-4,0,1.1
O=C(CCSc1nc2cc(Cl)ccc2o1)N1CCOCC1,-13,2,-8,6,-0.6,7,0,0.95
Cc1cc(=O)oc2cc(OCC(=O)N3CCC(C(N)=O)CC3)ccc12,8,2,-11,2,-1.6,-115,0,0.89
NCCCC[C@@H](C(=O)N1CCNCC1)n1cc([C@@H](N)CO)nn1,10,2,11,-6,0.2,20,-1,0.95
Cc1csc(Nc2ccc(C(=O)O)cc2)n1,-6,3,7,-4,1.0,-7,0,1.1

# Continued; the last 4 above are carried over.
SMILES,PfG6PD inh,SENP1 inh,ATG4B inh,SENP6 block,MPTP inh,SENP8 inh,GRIN3A LBD mod,hIAP activ
O=C(CCSc1nc2cc(Cl)ccc2o1)N1CCOCC1,-13,2,-8,6,-0.6,7,0,0.95
Cc1cc(=O)oc2cc(OCC(=O)N3CCC(C(N)=O)CC3)ccc12,8,2,-11,2,-1.6,-115,0,0.89
NCCCC[C@@H](C(=O)N1CCNCC1)n1cc([C@@H](N)CO)nn1,10,2,11,-6,0.2,20,-1,0.95
Cc1csc(Nc2ccc(C(=O)O)cc2)n1,-6,3,7,-4,1.0,-7,0,1.1
COCC1CCN(Cc2cn[nH]c2-c2ccc(OC)cc2F)C1 (configuration not stated),-11,-7,5,2,-1.9,7,0,1.3
CN(C)CCC#CC1(O)c2ccccc2-c2ccccc21,12,2,5,6,-0.6,22,0,1.2
COc1ccc(C2CC(c3cccs3)=NN2C(=O)COC(=O)C2CCCCC2)cc1OC (configuration not stated),25,-1,-2,-4,-0.3,-245,1,0.95
O=C(Nc1ccc(S(=O)(=O)Nc2nccs2)cc1)c1cc(=O)[nH]c2ccccc12,-8,-8,-5,-8,0.6,7,2,1.1
COc1cc(C(=O)N/N=C/c2ccc3c(c2)c2ccccc2n3C)ccc1O,42,-1,-19,0,-0.5,-441,38*,0.96
CC(=O)Nc1ccc(S(=O)(=O)N2CCN(C(=O)c3cccnc3)CC2)cc1,-12,1,-4,0,-1.3,6,1,1.1
O=C(N/C=C/n1cnc2cc(C(F)(F)F)ccc21)c1ccc(F)cc1,4,2,·,·,-0.7,20,·,·
COc1ccc(NC(=O)c2c(C)cc(=O)oc2C)c(OC)c1,-9,0,-11,-3,1.4,13,0,1.3
COCCn1c(SCC(=O)Nc2ccc3c(c2)OCCO3)nnc1C(C)C,-12,2,-6,-3,-0.9,2,-3,0.95
O=C(COc1ccccc1C(=O)N/N=C\c1ccc(O)c(O)c1)N/N=C/c1ccc(O)c(O)c1,38,3,26,13,4.3,-374,13*,0.42
CC(=O)NC1=NN(C(C)=O)C(C)(CC(=O)OC(C)(C)C)S1 (configuration not stated),-2,1,0,5,0.6,18,1,0.92
O=C(CN1C(=O)COc2ccccc2C1=O)c1ccc2c(c1)OCCO2,12,0,3,1,1.5,5,2,1
COc1cc(/C=N\NC(=O)c2cccc(Cl)c2)ccc1Oc1ccc([N+](=O)[O-])cn1,-4,1,-3,13,17,10,2,0.96
O=C(CC1CCCC1)NNC(=O)c1ccc(F)cc1,0,-1,-6,-15,-1.0,9,-1,1.1
O=C(Nc1ccc2c(c1)OCO2)C1CC1(Cl)Cl (configuration not stated),12,-1,-7,-7,-0.8,10,1,1.2
CCOc1ccc(C(=O)NCC(=O)NNC(=O)c2ccco2)cc1OCC,-16,-1,-11,-11,-2.2,1,-3,1.3
O=C(NCc1ccccc1)c1cc(-n2cnnc2)ccc1Cl,-3,1,-9,-10,-1.7,14,0,1
CCn1nc(NS(=O)(=O)c2ccc([N+](=O)[O-])cc2)c2cc3ccc(C)cc3nc21,-1,-26,-2,-8,-0.1,-25,-6,1.3
CCOC(=O)c1c(C)noc1-c1ccco1,11,1,-15,-2,-0.2,26,1,1.1
Cc1ccc(CNC(=O)CSc2c3c(nc4cc(Cl)ccc24)CCCC3)o1,37,-33,9,-18,0.4,-57,-3,0.87
O=C(OCc1ccccc1)N1CCC2CC1c1cc(N3CCNCC3)ccc12 (configuration not stated),4,1,·,·,-0.9,18,·,·
O=C(Nc1cc(C(F)(F)F)ccc1N1CCOCC1)c1cncc(Br)c1,6,4,2,4,0.9,10,-1,0.94
Cc1ccccc1-n1c(=O)cc(N2CCN(Cc3ccccc3)CC2)[nH]c1=O,2,-12,-9,-15,-0.4,9,-1,0.74
COc1cc2c(cc1OC)C(NNC(=O)c1ccc(Br)o1)=NC(C)(C)C2,-11,2,-9,-1,-2.6,4,0,1.6
C/C(CC(=O)NC1C2CC3CC(C2)CC1C3)=N\NC(=O)Cc1cccs1 (configuration not stated),-11,3,-2,-12,0.6,28,0,1.1
COc1ccccc1CCNC(=O)CCn1c(=O)c2cccn2c2ccc(F)cc21,-10,-2,8,7,-0.6,-9,-3,0.99
CN1C(=O)N(CC(=O)Nc2ccc(C(F)(F)F)cc2)C(=O)C12CCCCC2,6,-2,-5,-2,-2.1,5,0,1.1
COc1ccc(Oc2cc(C)c3cccc(C)c3n2)cc1,40,0,-5,-11,3.2,8,4,0.86
CCOC(=O)N1CCC(NC(=O)c2cc(C(=O)NCc3cccc(Cl)c3)ccc2CO)CC1,24,0,-1,1,0.1,4,0,1.1
O=[N+]([O-])c1ccccc1S(=O)(=O)Nc1cccnc1,-14,1,-5,7,-0.9,17,-2,1.1
O=C(Nc1nnc(SCC(=O)N2CCCC2)s1)C1CC(=O)N(c2ccc(F)cc2)C1 (configuration not stated),-5,3,9,0,0.9,-3,-3,1.1
COc1ccccc1NC(=O)COc1ccccc1C(=O)c1cnn(-c2ccccc2)c1,0,1,14,-14,2.7,12,-5,0.77
CCN(CC(=O)Nc1ccccc1C(F)(F)F)C(=O)CCc1nc2sc3c(c2c(=O)[nH]1)CCCC3,5,-16,-1,-27,-0.9,-28,-2,0.98
CCCn1nnc(NC(=O)C(c2ccccc2)c2ccccc2)n1,-1,1,-11,-4,-0.1,7,-1,0.93
CCN1CCN(c2cc(N3CCN(C(=O)c4ccco4)CC3)c3c4c(onc24)-c2ccccc2C3=O)CC1,68*,11,24,10,2.0,68*,-4,1.1
Cn1ncc(Br)c1C(=O)Nc1ccc(F)cc1F,-12,2,-14,-6,-0.7,14,1,0.99
O=C(Nc1ccc(F)cc1F)c1noc2c1CCC2,-10,-3,13,44,-0.2,14,-1,0.78
CCOc1ccc(NC(=O)c2ccc(OCC3CCCO3)cc2)cc1S(=O)(=O)N(CC)CC (configuration not stated),-2,0,-10,-13,0.3,2,-1,1
Cc1ccc(N2CCN(/N=C/c3ccccc3[N+](=O)[O-])CC2)cc1,-4,1,-1,2,-0.6,20,-1,0.9
C(=N\Nc1ccc2ccccc2n1)/c1ccc2c(c1)OCO2,27,-6,-16,91*,1.0,-464,-8,1.2
O=C(NCc1cccs1)c1ccccc1C(=O)NCc1cccs1,-2,-1,-3,7,-2.1,22,0,0.89
C/C(=N\NC(=O)C1COc2ccccc2O1)c1cc2ccccc2o1 (configuration not stated),5,-1,-15,-17,-0.3,12,1,1.2
COc1cccc(CN(Cc2ccccc2F)S(=O)(=O)c2ccc(S(=O)(=O)NCc3ccccc3)cc2)c1,-12,-1,15,1,16,19,-1,1.1
O=C(c1ccc(-c2ccccc2)cc1)c1ccccc1C(=O)N1CCOCC1,-1,-1,-1,-10,-2.5,5,1,0.85
O=C(COC(=O)c1ccc(Cl)nc1)NC1CCCCCC1,-4,1,5,-1,0.7,-9,1,0.82
CC(OC(=O)C1CCCC1)C(=O)Nc1ccc(C(N)=O)cc1 (configuration not stated),-10,5,0,12,-0.8,2,-1,1
CCOC(=O)c1ccc(NC(=O)Nc2c(C)nn(C)c2C)cc1,-5,1,1,6,0.3,13,-2,0.98
O=C(Cc1ccccc1[N+](=O)[O-])NCCC1=CCCCC1,-3,0,-5,-18,0.5,3,4,0.92
Cc1ccc2cc(-c3noc(C4CCCO4)n3)c(=O)[nH]c2c1 (configuration not stated),4,-2,-8,2,-1.3,-401,1,0.86
CC12CC3CC(C)(C1)CC(C(=O)Nc1nn[nH]n1)(C3)C2,16,2,7,11,-0.3,9,-1,0.95
# Later entries:
SMILES,PfG6PD inh,SENP1 inh,ATG4B inh,SENP6 block,MPTP inh,SENP8 inh,GRIN3A LBD mod,hIAP activ
Cc1cccc(NC(=O)C(=O)NCCc2c[nH]c3ccccc23)c1C,-14,0,16,-18,4.7,8,5,0.98
O=C(CCC(=O)Nc1ccccc1)NNC(=O)c1ccccc1Cl,10,2,-5,-4,-0.6,2,0,1
Cc1cc(/C=C2/NC(=O)NC2=O)c(C)n1-c1ccncc1,-4,-15,1,22,0.3,-96,-3,1
O=C(C1CCN(S(=O)(=O)c2cccc3nsnc23)CC1)N1CCc2ccccc2C1,17,-3,6,-15,0.9,12,3,1.1
COc1ccc2c(C)cc(SCC(=O)NC3CCCC3)nc2c1,11,-4,-11,-13,-0.4,-17,-3,0.89
COc1cccc(N2CCN(C(=O)c3ccc(Cl)c(NC4=NC5CS(=O)(=O)CC5S4)c3)CC2)c1 (configuration not stated),0,1,-13,-23,-0.5,7,-1,1
Cn1c(=O)c2c(nc(CN3CCOCC3)n2CCN2CCOCC2)n(C)c1=O,-5,2,4,-1,0.3,5,-2,0.99
O=C(O)c1sccc1NC(=O)c1c(Cl)cccc1Cl,-4,1,1,-10,0.5,14,8,0.86
CCCCCC(=O)N1C[C@H](O)[C@@H](n2cc(COC(=O)c3ccccc3)nn2)C[C@@H]1c1ccc(OC)cc1,21,1,·,·,-2.9,-14,·,·
O=C(N/N=C/c1ccco1)c1ccc(OCc2ccccc2)cc1,5,1,1,-7,0.0,12,-2,1

# A draw from above in order of number of heavy atoms, highest first:
SMILES,PfG6PD inh,SENP1 inh,ATG4B inh,SENP6 block,MPTP inh,SENP8 inh,GRIN3A LBD mod,hIAP activ
O=C(C1CCN(S(=O)(=O)c2cccc3nsnc23)CC1)N1CCc2ccccc2C1,17,-3,6,-15,0.9,12,3,1.1
Cc1cccc(NC(=O)C(=O)NCCc2c[nH]c3ccccc23)c1C,-14,0,16,-18,4.7,8,5,0.98
Cc1cc(/C=C2/NC(=O)NC2=O)c(C)n1-c1ccncc1,-4,-15,1,22,0.3,-96,-3,1

# More results follow.
SMILES,PfG6PD inh,SENP1 inh,ATG4B inh,SENP6 block,MPTP inh,SENP8 inh,GRIN3A LBD mod,hIAP activ
Cc1ccc(-c2cnco2)cc1,-9,1,9,-23,1.0,17,1,1.1
CC(C)(C)OC(=O)C[C@@H]1C/C=C\C[C@H](CC(=O)N[C@@H](CO)Cc2ccccc2)C(=O)N[C@H](C(C)(C)C)COC1=O,1,1,-6,12,-1.8,16,-1,0.98
O=C(O)C1CC=CCC1C(=O)Nc1ccc(N2CCN(Cc3ccccc3)CC2)cc1 (configuration not stated),14,4,2,0,-0.2,4,4,1.1
S=c1[nH]nc(-c2cccnc2)n1/N=C/C(Cl)=C\c1ccccc1,35,0,4,-16,12,22,-1,1
CCOc1ccc(NC(=O)NNC(=O)c2ccc(Cl)cc2Cl)cc1,9,0,4,-2,0.6,9,-8,1.2
COC(=O)c1ccc(OC(=O)CCc2cc(OC)c(OC)c(OC)c2)cc1,-11,0,4,-17,2.3,6,-1,1
Cc1cc(OCC(O)CN(CCO)CCO)ccc1Cl (configuration not stated),-6,2,-2,-8,0.0,17,-1,0.9
COC(F)(C(=O)Nc1ccc2c(c1)C(=O)NC2=O)C(F)(F)F (configuration not stated),23,2,-1,-3,1.4,-42,-2,1
